Assay outcomes: PubChem, Broad Institute
ARNT-TACC3 inh = disruptors of ARNT/TACC3 protein interaction, primary screen, biochemical, AlphaScreen, single concentration. AlphaScreen His-ARNT PAS-B/GST-TACC3 binding, luminescence; TACC3 fragment carries E629A point mutation. 390,000 compounds, 0.66% hits. inhibition, % at 9.99 µM;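 active = mean inhibition of replicates at least 50% and at least half of replicates each reaching 50%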;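 also: 0% = complete ARNT plus TACC3 wells and 100% = ARNT alone without TACC3; many hits fall short of the cut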
esBAF inh = Bmi1 luciferase reporter increase in mESCs, primary screen, esBAF inhibitor project, mouse ES cells, Bmi1 luciferase knock-in, single point. 350,000 compounds, 2% hits. 24 h; 100% = twice the neutral-well signal. reporter increase, % at 12.5 µM. AID 602393, 2012; in the data active = activation above about 40%;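 also: 0% = median of the plate's neutral control wells and 100% = double that signal; a rise in the Bmi1 reporter signal indicates esBAF inhibition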
ERAP1 inh = human ERAP1 aminopeptidase inhibitors, primary screen, biochemical, single point, plate reader | Endoplasmic reticulum aminopeptidase 1 (Homo sapiens), Q9NZ08 | recombinant ERAP1, Leu-AMC fluorescence, 60 min | inhibition, % at 10.7 µM | 340,000 compounds, 0.15% hits;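 active = mean replicate inhibition of at least 30%, or all replicates individually reaching that 30% level; inactive = mean below 30% and not every replicate reaching it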;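 also: 0% = neutral control wells and 100% = L-leucinethiol positive control wells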
Target sequence (Q9NZ08 whole entry, looked up): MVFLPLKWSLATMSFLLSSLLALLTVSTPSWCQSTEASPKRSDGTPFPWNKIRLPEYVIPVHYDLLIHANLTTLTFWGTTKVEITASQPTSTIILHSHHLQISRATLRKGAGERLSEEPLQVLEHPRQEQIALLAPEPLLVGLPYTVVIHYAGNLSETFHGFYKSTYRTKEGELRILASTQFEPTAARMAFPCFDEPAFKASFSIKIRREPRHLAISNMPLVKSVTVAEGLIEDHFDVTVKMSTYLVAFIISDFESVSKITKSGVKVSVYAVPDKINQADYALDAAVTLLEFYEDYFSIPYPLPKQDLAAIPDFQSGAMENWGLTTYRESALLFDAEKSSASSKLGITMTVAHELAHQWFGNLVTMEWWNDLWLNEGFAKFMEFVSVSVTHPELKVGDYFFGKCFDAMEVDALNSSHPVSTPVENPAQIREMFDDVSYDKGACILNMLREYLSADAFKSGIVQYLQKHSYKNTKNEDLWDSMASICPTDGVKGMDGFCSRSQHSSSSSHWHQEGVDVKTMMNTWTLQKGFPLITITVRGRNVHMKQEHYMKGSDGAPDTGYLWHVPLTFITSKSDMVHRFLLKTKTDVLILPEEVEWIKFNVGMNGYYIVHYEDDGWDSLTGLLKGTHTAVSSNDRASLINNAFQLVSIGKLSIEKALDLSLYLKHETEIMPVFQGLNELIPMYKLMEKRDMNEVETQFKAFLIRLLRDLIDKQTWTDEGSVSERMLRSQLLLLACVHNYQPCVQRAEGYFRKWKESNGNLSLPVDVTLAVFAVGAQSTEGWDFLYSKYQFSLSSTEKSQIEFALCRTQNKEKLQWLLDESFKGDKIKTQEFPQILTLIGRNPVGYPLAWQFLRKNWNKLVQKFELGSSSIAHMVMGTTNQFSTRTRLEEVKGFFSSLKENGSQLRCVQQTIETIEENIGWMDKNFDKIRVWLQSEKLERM
RAD54 branch = inhibitors of human RAD54 branch migration, primary screen, biochemical, fluorescence, single point; RAD54 Holliday junction branch migration, FAM/BHQ fluorescence; inhibition, % at 10.4 µM; 360,000 compounds, 0.14% hits; DNA repair and recombination protein RAD54-like (Homo sapiens), Q92698; AID 602329, 2012;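 active = mean normalized replicate activity at least 40 and at least half of replicates scoring 40 or more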;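 also: 0% = median of neutral control wells and 100% = median of positive control wells; inhibitors cause a drop in the FAM fluorescence signal; in these data hits start at about 50%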
GSIS activator = GLuc luminescence reporter in INS-1E cells, primary screen for activators of glucose-dependent secretion of insulin; INS-1E GLuc reporter insulin secretion, 2-3 h; activation, % at 16.6 µM; 370,000 compounds, 0.61% hits;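 active = lowest replicate activation of at least 40%, so every replicate reaches that level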;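 also: 0% = median of neutral control wells and 100% = median of IBMX positive control wells; some compounds called inactive have numbers as strong as hits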
F508del corr = F508del CFTR correction, initial screen, CFBE line, single point; CFBE cells, YFP halide quenching; stimulated with forskolin plus potentiator P3; % fluorescence drop versus neutral controls; activity (quench increase), % at 7.58 µM; 350,000 compounds, 0.36% hits; AID 720511, 2013;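 active = mean added fluorescence quench of at least 8% versus neutral control, with both replicates also reaching 8%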;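 also: cells transiently co-express mutant CFTR-F508del with the halide-sensitive YFP; corrector assay measuring rescue of mutant channel to the surface after 24 h compound exposure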
XiGFP reactiv = activators of inactive X chromosome reactivation, primary screen, imaging, XiGFP fibroblasts, GFP high-content imaging, set 2. 360,000 compounds, 0.055% hits. XiGFP mouse fibroblasts, % GFP-positive cells imaging, 3 d; cells co-treated with 5-aza-dC sensitizer; scaled so ellipticine positive control = 100%. activation, % at 7.58 µM;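 active = mean normalized replicate activation at least 10% and every replicate at or above 10%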;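 also: 0% = median of on-plate neutral control wells and 100% = ellipticine 6 µM median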
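Assay system: SV40-immortalized XiGFP fibroblast cells, line 68-5-11; buffer or medium: DMEM plus 5-aza-dC sensitizer; compound: one concentration, pinned; timing: compounds 3 days, fix/stain 15 min at room temperature; benchmarks: positive control ellipticine, 6 µM final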
RAD52 inh = RAD52 DNA annealing inhibitors, primary screen, biochemical, FRET, single point, set 2; AID 651710, 2012; recombinant RAD52 DNA annealing, FRET fluorescence; DNA repair protein RAD52 homolog (Homo sapiens), P43351; inhibition, % at 18.7 µM; 360,000 compounds, 0.46% hits;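 active = every replicate showing at least 50% inhibition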
* = called active by the depositor; . = no result given.

SMILES | ARNT-TACC3 inh | esBAF inh | ERAP1 inh | RAD54 branch | GSIS activator | F508del corr | XiGFP reactiv | RAD52 inh
COc1ccc(C#Cc2ccc3c(c2)O[C@@H](CN(C)C(=O)NC2CCCCC2)[C@@H](C)CN([C@@H](C)CO)S3(=O)=O)cc1 | -5 | 11 | 2 | 1 | -10 | 6.4 | 0.8 | -23
COCC(=O)N1CC[C@H]2[C@H](CO)Nc3ccc(-c4ccc(C#N)cc4)cc3[C@H]21 | . | -2 | . | 3 | 44 | -0.1 | 0.4 | .
Cc1csc2nc(CCNS(=O)(=O)c3ccc4c(c3)OCCO4)cn12 | -23 | -1 | 4 | -6 | 14 | 2.3 | -0.1 | -63
O=C(NCCn1ccc2ccccc21)c1ccc2c(c1)OCO2 | -1 | 52* | 7 | -14 | -19 | 0.1 | 0.2 | -63
COc1ccc(-c2ccc([C@H]3[C@H](CO)N4C(=O)CNC[C@@H]34)cc2)cc1 | . | . | 0 | . | 17 | 1.3 | 0.1 | -9
COc1ccccc1C(=O)COC(=O)COc1cccc2c1OC(C)(C)C2 | -33 | -8 | -1 | -3 | 24 | 3.2 | 0.0 | -4
O=C1Nc2cc(C(=O)N3CCOCC3)ccc2S/C1=C/c1ccccc1F | . | -5 | 5 | 2 | . | 2.0 | 0.3 | -38
COc1ccc(C(=O)NCCCCc2ccccc2)cc1 | . | . | 4 | -5 | -17 | 0.6 | 2.2 | -1
CN=C(Nc1ccccc1)SC1CC(=O)N(c2cccc(OC)c2)C1=O (stereo not given) | -1 | -2 | 0 | -4 | -5 | 0.6 | 0.6 | -10
COc1ccc(C(=O)C2CCCN(C(=O)c3cc4nc(C)cc(C)n4n3)C2)cc1F (stereo not given) | -5 | -4 | 7 | -8 | -3 | . | 0.0 | -3
Cn1c(-c2ccc(F)cc2)cnc1NCc1cccc([N+](=O)[O-])c1 | 8 | -1 | 0 | 4 | . | . | 0.1 | 3
COc1ccccc1COCC(O)CN1CCN(S(=O)(=O)c2cccc(F)c2)CC1 (stereo not given) | . | 0 | 2 | 9 | -9 | -1.2 | -0.1 | -11
O=C(NNC(=O)C1CC=CCC1)c1cccc(Br)c1 (stereo not given) | -1 | . | 3 | -5 | . | 1.0 | 0.0 | 1
O=C(CCN1CCCCC1)N[C@H]1CC[C@H](CCn2cc(-c3ccc(F)cc3)nn2)O[C@@H]1CO | 2 | 1 | -3 | -11 | 10 | 2.2 | -0.3 | -1
COc1ccc2c3c([nH]c2c1)[C@@H](CO)N(S(C)(=O)=O)CC31CCN(C(=O)c2ccncc2)CC1 | . | . | . | . | 14 | -1.2 | 0.2 | -6
C[C@H](CO)N1C[C@H](C)[C@@H](CN(C)Cc2ccc(C(=O)O)cc2)Oc2ccc(N(C)C)cc2CC1=O | 0 | -1 | 1 | 6 | 21 | 2.1 | -1.2 | 7
O=c1[nH]c(N/N=C\c2ccc(F)cc2)nc2ccccc12 | 3 | . | 0 | . | -11 | -0.5 | -0.1 | -13
Cc1ccc2cc(CCNC(=O)c3c(-c4ccccc4Cl)noc3C)c(=O)[nH]c2c1 | 1 | 0 | 2 | -12 | . | -1.9 | 0.0 | 4
CC(C)(C)c1ccc(C(=O)NCCc2ccccc2)cc1 | -5 | -21 | -3 | -11 | -5 | -1.6 | 0.0 | -10
Cc1nc2c(S(=O)(=O)c3ccccc3)cnn2c(C)c1C | 2 | . | -2 | . | 2 | -0.5 | 0.2 | -5
CNC(=O)c1ccccc1S(=O)c1ccccc1COC(C)=O (stereo not given) | -5 | 1 | -1 | 1 | 2 | 1.9 | 0.0 | -9
Cc1ccc(S(=O)(=O)Nc2ccc3c(c2)CC(=O)N([C@@H](C)CO)C[C@H](C)[C@@H](CN(C)C(=O)Nc2ccc(C(F)(F)F)cc2)O3)cc1 | 7 | 0 | -3 | 0 | 1 | 1.8 | 0.0 | -13
C/C=C/c1ccc2c(c1)O[C@@H](CN(C)C(=O)CN1CCOCC1)[C@H](C)CN([C@@H](C)CO)S2(=O)=O | -3 | 0 | -2 | 4 | -5 | 0.8 | -0.3 | 7
CC(=O)Nc1ccc(OS(=O)(=O)c2cc(Cl)ccc2C)cc1 | -8 | . | 2 | . | 16 | -2.0 | 0.0 | -3
C[C@H]1CN([C@@H](C)CO)C(=O)c2cc(NC(=O)Cn3cnnn3)ccc2O[C@H]1CN(C)C | -6 | 1 | -1 | -9 | 18 | 0.1 | 0.4 | -8
c1ccc(-c2cnc(-c3ccccn3)nn2)cc1 | 65* | -15 | . | 4 | 0 | 0.4 | 1.8 | 16
Cc1cccc(OCc2n[nH]c(=S)o2)c1C | . | . | 0 | . | 3 | -0.1 | 0.3 | -18
O=C(Nc1ccc(C(O)c2ccccc2)cc1)[C@@H]1O[C@H](CO)[C@@H](O)[C@H]1O (stereo not given in full) | . | 1 | -1 | 8 | . | -5.2 | 0.8 | 14
Cn1c(=O)c2c(nc(OC3CCCCCC3)n2C)n(C)c1=O | -1 | 4 | 1 | -3 | 18 | -3.7 | 0.1 | -6
C[C@H]1CN([C@@H](C)CO)S(=O)(=O)c2ccc(C#CCN(C)C)cc2O[C@@H]1CN(C)S(=O)(=O)c1cccc(F)c1 | 3 | 2 | 3 | -1 | -16 | -4.7 | 0.6 | 29
CCc1ccccc1NC(=O)C1CCCN1S(=O)(=O)c1ccc2c(c1)n(C)c(=O)c(=O)n2C (stereo not given) | -2 | -3 | 4 | -4 | 22 | -2.7 | 0.0 | -3
CS(=O)(=O)c1ccccc1C(=O)N1CCN(Cc2ccccc2)CC1 | . | -1 | 2 | 5 | 5 | -0.5 | 0.0 | -14
COc1ccc2c(c1)c1ncn(CCCN3CCOCC3)c(=O)c1n2C | 2 | -5 | . | 19 | 22 | . | . | .
COc1ccc(S(=O)(=O)NCC2CCCN(C(=O)CCC(F)(F)F)C2)cc1 (stereo not given) | -13 | -3 | -4 | 0 | -3 | -2.1 | 0.0 | -13
COc1cc(OC)cc(C(=O)OCn2nnc3ccccc3c2=O)c1 | 8 | -11 | 5 | -9 | 16 | -1.8 | 0.2 | -6
COc1ccc(-c2noc(C3CCCN(C(=O)c4cccs4)C3)n2)cc1 (stereo not given) | -12 | 9 | -2 | 8 | -36 | -1.9 | . | -11

Rewritten with two lines to a compound: part of the list above.
Order of values – ARNT-TACC3 inh | esBAF inh | ERAP1 inh | RAD54 branch | GSIS activator | F508del corr | XiGFP reactiv | RAD52 inh
c1ccc(-c2cnc(-c3ccccn3)nn2)cc1
    65* | -15 | . | 4 | 0 | 0.4 | 1.8 | 16
Cc1cccc(OCc2n[nH]c(=S)o2)c1C
    . | . | 0 | . | 3 | -0.1 | 0.3 | -18
O=C(Nc1ccc(C(O)c2ccccc2)cc1)[C@@H]1O[C@H](CO)[C@@H](O)[C@H]1O (stereo not given in full)
    . | 1 | -1 | 8 | . | -5.2 | 0.8 | 14

Further compounds.
SMILES | ARNT-TACC3 inh | esBAF inh | ERAP1 inh | RAD54 branch | GSIS activator | F508del corr | XiGFP reactiv | RAD52 inh
CCC(=O)N(C)C[C@H]1Oc2cc(C#CC(C)C)ccc2S(=O)(=O)N([C@H](C)CO)C[C@H]1C | -6 | -4 | 0 | -5 | -9 | -8.3 | -0.9 | -2
FC(F)(F)Oc1ccc(-c2cn3cccnc3n2)cc1 | 2 | 18 | . | . | -4 | -0.7 | 0.2 | -27
CCOC(=O)c1ccc(N2C(=O)CC(Sc3ncccn3)C2=O)cc1 (stereo not given) | -3 | -2 | 1 | 4 | -1 | -2.7 | 0.0 | 8
COc1ccc(NC(=O)[C@H](C)NC(N)=O)cc1S(=O)(=O)Nc1cc(C)ccc1Br | -1 | -5 | 3 | 0 | 24 | 0.2 | 0.2 | -9
CCNC(=S)N1CCC(C(N)=O)CC1 | 3 | . | -6 | . | -3 | 1.2 | 0.1 | -4
C/C=C/c1ccc([C@H]2[C@@H](CNC(=O)CC)N(C(=O)CC)[C@H]2CO)cc1 | -5 | 3 | 1 | -2 | 4 | -1.0 | 0.0 | -29
O=C(CN(Cc1ccco1)S(=O)(=O)c1ccccc1)N/N=C/c1ccccc1C(=O)O | -6 | -8 | 2 | 0 | -4 | 1.8 | 0.0 | 6
CC(=O)Nc1cc[n+](C(C)C(=O)c2ccccc2)cc1 (stereo not given) | -8 | 1 | -1 | 5 | 3 | -6.1 | 0.0 | -5
CCc1cccc(NC(=O)COC(=O)C2CCN(c3ccc(C(F)(F)F)cn3)CC2)c1 | -2 | -7 | -1 | . | 11 | 1.3 | 0.0 | 9
Cc1ccc(S(=O)(=O)Nc2ccc(S(=O)(=O)Nc3nccs3)cc2)cc1C | -5 | . | -2 | -4 | -11 | -0.7 | 0.0 | -16
COc1ccc2c3c(n(C)c2c1)[C@H](CO)N(C(C)=O)CC31CCN(C(=O)NC(C)C)CC1 | . | . | -1 | . | 14 | 1.3 | 0.1 | 3
O=C(CN1C(=O)NC2(CCOc3ccccc32)C1=O)NCC(F)(F)F (stereo not given) | 2 | 1 | 0 | . | 11 | 3.2 | 0.2 | -5
O=C(c1ccccc1NS(=O)(=O)c1ccc(F)cc1)N1CCCCC1 | 0 | 2 | -2 | 4 | 4 | 0.9 | -0.2 | -5
CO[C@H](CN(C)C(=O)c1ccc2c(c1)OCO2)[C@H](C)CN([C@H](C)CO)S(=O)(=O)c1ccc(C)cc1 | 0 | -2 | 0 | 4 | -5 | -0.1 | 0.1 | 6
CCC1CCCCN1CCCNC(=O)c1ccc(CS(=O)(=O)c2ccccc2C)o1 (stereo not given) | -3 | 1 | -4 | -4 | -22 | 0.3 | 0.1 | -6
O=C(NCC[C@H]1CC[C@H](NS(=O)(=O)c2ccc(F)cc2)[C@@H](CO)O1)c1ccccc1F | . | . | 3 | . | 7 | 0.5 | -0.3 | -4
COc1ccc(CN2CCCCC2C(=O)Nc2ccc(OC)c(OC)c2)cc1OC (stereo not given) | 1 | -3 | 0 | 4 | 14 | 1.8 | . | -10
O=C(CC1Sc2ccccc2NC1=O)Nc1cccnc1 (stereo not given) | -4 | . | 9 | . | 6 | . | 0.1 | -8
C[C@@H]1CN([C@@H](C)CO)C(=O)c2cc(NC(=O)Cc3ccccc3)ccc2O[C@@H]1CN(C)S(=O)(=O)c1cn(C)cn1 | -8 | 3 | 2 | -2 | 3 | -1.9 | 0.1 | -15
Cc1ccc(S(=O)(=O)N2CCC(C(=O)OC3CCOC3=O)CC2)cc1C (stereo not given) | -3 | -8 | -4 | -2 | -15 | 0.8 | 0.2 | -12
Cc1ccc2ncnc(-c3ccccc3)c2c1 | -4 | -4 | -5 | -4 | 22 | 1.1 | 0.2 | 2
CC(C)(C)CN1CCNC(=O)C1CC(=O)NC1Cc2ccccc2C1 (stereo not given) | -9 | . | 2 | . | -7 | -1.9 | 0.1 | -15
C[C@@H]1CCCCO[C@@H](CN(C)Cc2ccccc2)[C@@H](C)CN([C@H](C)CO)C(=O)c2cc(NC(=O)NC3CCCCC3)ccc2O1 | 19 | 1 | 0 | -4 | 1 | -0.5 | -1.1 | -5
COc1ccc(NC(=O)Nc2ccc3c(c2)CC(=O)N([C@@H](C)CO)C[C@H](C)[C@@H](CN(C)S(=O)(=O)c2ccc(F)cc2)O3)cc1 | 8 | 2 | -1 | 2 | 9 | -4.9 | -1.0 | -12
